FEN1 inhibitor – blocks human flap endonuclease 1. 390,000 compounds, 0.35% hits. Potency, µM (top dose mostly 114 µM), inactives show at the top dose activity change, negative = inhibition, hits mostly inhibitors. Recombinant FEN1 flap cleavage, fluorescence, 15 min; note: nearly all actives have a fitted effect of over 65% in size
Target sequence (P39748 whole entry, looked up): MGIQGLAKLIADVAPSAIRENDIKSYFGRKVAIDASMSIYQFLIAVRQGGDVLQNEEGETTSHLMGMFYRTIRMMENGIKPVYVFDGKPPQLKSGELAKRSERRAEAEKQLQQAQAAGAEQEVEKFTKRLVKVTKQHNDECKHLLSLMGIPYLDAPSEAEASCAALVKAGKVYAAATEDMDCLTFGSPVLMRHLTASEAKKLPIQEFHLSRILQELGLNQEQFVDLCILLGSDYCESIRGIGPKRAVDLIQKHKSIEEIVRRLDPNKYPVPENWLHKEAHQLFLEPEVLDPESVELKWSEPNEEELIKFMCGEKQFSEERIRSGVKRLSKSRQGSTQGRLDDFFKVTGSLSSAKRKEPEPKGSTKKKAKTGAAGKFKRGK
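With each library titrated from low to high concentration, compounds met 10 nM FEN1 for 15 min at room temperature before 50 nM substrate was added; readings at 0 and 15 min fed four-parameter Hill curve fits.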
N370S GC mod – inhibits or activates N370S mutant glucocerebrosidase | AID 2101 | Potency, µM (series often up to 59.4 µM), for inactives: top-dose activity change, negative = inhibition, hits mostly inhibitors | 330,000 compounds, 0.092% hits | N370S GC spleen homogenate, 4MU-glucoside fluorescence | P04062;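 note: 0% = full enzyme activity and -100% = no enzyme basal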
KAT2A inh – blocks human GCN5L2 histone acetyltransferase; GCN5L2 HAT assay, ThioGlo1 CoA-SH fluorescence; Potency, µM (titrated, usually from 58.9 µM), inactives show at the top dose activity change, negative = inhibition, hits mostly inhibitors; 390,000 compounds, 0.21% hits; AID 504327
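Compounds, pin-transferred from DMSO stocks, meet 20nM GCN5L2 for 15 min before the reaction begins with H3(1-25) peptide (75uM) and acetyl-CoA (70uM). Thiol-reactive ThioGlo1 reports CoA release over 20 min at room temperature.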
An asterisk follows results filed as active; ? = inconclusive; . = not tested or not shown; & = joins results of further samples; [ ] = another dose, or the depositor's remark. Calls come from the whole dose curve; as a rule, active = well fitted curve in the direction sought with a large enough effect; inconclusive = small, poorly fitted or top-dose-only effect, or another doubt; inactive = no such curve, though single readings can be large; an effect the other way counts as inactive or inconclusive. Unless noted, % is set by controls: 0 for no effect and ±100 for the full control effect; potency is the fitted concentration of half-maximal effect. The order is random. About 0.54% of those tested had a hit in this group.

Start of the listing, in advance, 3 compounds:
SMILES | FEN1 inhibitor | N370S GC mod | KAT2A inh
CC(c1ccc(O)cc1)(c1ccc(O)cc1)c1ccc(CCBr)cc1 | -25% | 4% | 4%
Cc1cccc(-n2ncc3c2CCCC3NC(=O)C2(C(N)=O)CC2)c1C (stereo not drawn) | -9% | -10% | -6%
CCOC(=O)c1c(NC(=O)CSc2nnc(CNc3ccc(F)cc3)o2)sc(C)c1C | -25% | 13% | -9%

The listing, previewed entries included:
SMILES | FEN1 inhibitor | N370S GC mod | KAT2A inh
CC(c1ccc(O)cc1)(c1ccc(O)cc1)c1ccc(CCBr)cc1 | -25% | 4% | 4%
Cc1cccc(-n2ncc3c2CCCC3NC(=O)C2(C(N)=O)CC2)c1C (stereo not drawn) | -9% | -10% | -6%
CCOC(=O)c1c(NC(=O)CSc2nnc(CNc3ccc(F)cc3)o2)sc(C)c1C | -25% | 13% | -9%
COc1ccc(CN(CC(=O)NCc2ccc(F)cc2)C(=O)CCC(=O)Nc2nccs2)cc1 | 0% | 0% | -4%
COc1ccccc1N1C(=O)c2ccc(C(=O)Nc3cccc(C(C)=O)c3)cc2C1=O | -10% | -6% | 0%
Cc1cc2c(ncn2Cc2ccccc2)c(NS(C)(=O)=O)c1C | -9% | 7% | -3%
COc1ccccc1C1C2=C(N=c3s/c(=C/c4cccc(OCC(=O)O)c4)c(=O)n31)c1ccccc1CC2 (stereo not drawn) | -21% | 19% | ?
Clc1cccc(OCCCCCN2CCOCC2)c1 | -3% | -12% | -10%
O=C(CSCC(=O)N1CCCCC1)Nc1nc(-c2cccs2)cs1 | -20% | 16% | -4%
O=C(NC1CCN(C(=O)c2ccccc2Br)CC1)c1ccccc1 | -1% | -3% | 6%
CCOC(=O)C1CCCN(C(=S)NC(=O)c2cc(Br)ccc2Cl)C1 (stereo not drawn) | 1% | 2% | -1%
Cc1ccccc1C(=O)O[C@H]1[C@H](Cc2ccccc2)NS(=O)(=O)[C@H]2CC3C=C[C@]12O3 | -12%&0% | . | -2%
CCCCN(C(=O)CCC(=O)O)C1CC(=O)N(c2ccc(OCCC)cc2)C1=O (stereo not drawn) | 8% | 6% | -5%
CCCCCn1c(=O)[nH]c2cc(C(=O)NCCCN3CCC(C)CC3)ccc2c1=O | 2% | 6% | -8%
O=C(NC1CCCC1)c1ccc2c(=O)n(Cc3ccccc3)c(SCc3cccc([N+](=O)[O-])c3)nc2c1 | 9% | . | -1%
COc1ccc(-c2noc(CSc3nnc(C)n3-c3ccc(C)c(C)c3)n2)c(OC)c1 | -3% | . | 2%
O=C(NCc1cccs1)c1cccc(Nc2nc3ccc(Br)cc3[nH]2)c1 | -21% | ? | -7%
O=C(NOCc1ccccc1)c1ccc([N+](=O)[O-])cc1 | -3% | . | 1%
Cc1cc(C)nc(NS(=O)(=O)c2ccc(NC(=O)c3cc(=O)c4ccc(C)c(C)c4o3)cc2)n1 | -11% | . | -12%
O=C(Nc1ccc(O)cc1)c1ccc2c(c1)C(=O)N(Cc1ccco1)C2=O | -17% | 4% | -2%
CCc1ccc(OCC(=O)OCC(=O)c2c(N)n(C)c(=O)n(C)c2=O)cc1 | -7% | 6% | -8%
CCc1cccc(NS(=O)(=O)c2ccc3c(c2)n(C)c(=O)c(=O)n3C)c1 | -5% | . | 0%
Cc1cc(C)c2nc(NC(=O)c3ccc4c(=O)n5c(nc4c3)CCCCC5)sc2c1 | 1% | -3% | -3%
O=C(CCC(=O)c1cccs1)NCc1cccc(C(F)(F)F)c1 | 2% | -27% | 1%
CCOC(=O)C1=NOC(COc2ccccc2C=O)C1 (stereo not drawn) | 5% | 10% | -14%
Cc1noc(C)c1COc1ccc(C(=O)OCC(=O)NCCN2C(=O)CSC2=O)cc1 | 5% | -24% | -6%
CCN1CCN(c2cc(C)c3cc(NC(=O)c4ccc(Br)o4)ccc3n2)CC1 | -19% | -1% | -4%
COCCN1C(=O)/C(=C/c2cc3c(cc2Br)OCO3)NC1=S | -2% | -11% | -4%
CCOC(=O)N1CCN(C(=O)c2ccccc2NC(=O)c2ccc(F)cc2)CC1 | 18% | -1% | 0%
Cc1cccc(C)c1NC(=O)CCCCCNS(=O)(=O)c1ccccc1 | 0% | -13% | -5%
CC(C)c1ccc(C2CC(=O)N3CN(C)CSC3=C2C#N)cc1 (stereo not drawn) | -27% | -6% | -9%
CC(CNCc1ccc2c(c1)OCO2)NCc1ccc2c(c1)OCO2 (stereo not drawn) | -3% | -16% | -6%
CC(C)(C)OC(=O)[C@H](Cc1ccccc1)NC(=O)c1[nH]cnc1C(=O)Nc1cccc(Cl)c1 | -20% | 20% | -14%
O=C(CNc1cccc([N+](=O)[O-])c1)N/N=C/c1ccc(F)cc1 | 0% | 5% | -3%
Cc1cccc(N2C(=O)N(Cc3cccc(C#N)c3)c3ccccc3S2(=O)=O)c1 | -10% | . | -10%
CC[C@@]1(C(=O)OC)N[C@H](CN(C)C(=O)COc2ccccc2)[C@@H]2C(=O)N(Cc3ccccc3)C(=O)[C@@H]21 | 2% | . | -6%
CC(=O)COc1cc2c(-c3cc4ccccc4o3)cc(=O)oc2cc1C | -5% | 21% | -8%
Cc1cc(C)c(Nc2ncccc2C(=O)O)c(C)c1 | 6% | -18% | -2%
CC(=O)N1c2ccc(S(=O)(=O)NC(CC(=O)O)c3ccc(Br)cc3)cc2CC1C (stereo not drawn) | 16% | -15% | 1%
Cc1ccc(-n2nc(C(=O)N3CCN(c4ccccc4F)CC3)c(=O)n(C)c2=O)cc1 | 19% | . | -10%

One compound at a time, as listed above:
CC(=O)N1c2ccc(S(=O)(=O)NC(CC(=O)O)c3ccc(Br)cc3)cc2CC1C (stereo not drawn) is listed with FEN1 inhibitor: 16%; N370S GC mod: -15%; KAT2A inh: 1%
Cc1ccc(-n2nc(C(=O)N3CCN(c4ccccc4F)CC3)c(=O)n(C)c2=O)cc1 is listed with FEN1 inhibitor: 19%; N370S GC mod: .; KAT2A inh: -10%
Cc1cccc(N2C(=O)N(Cc3cccc(C#N)c3)c3ccccc3S2(=O)=O)c1 is listed with FEN1 inhibitor: -10%; N370S GC mod: .; KAT2A inh: -10%

Additional compounds.
SMILES | FEN1 inhibitor | N370S GC mod | KAT2A inh
CCOC(=O)C1CCN(C(c2cccc(OC)c2)c2sc3nc(C)nn3c2O)CC1 (stereo not drawn) | -4% | 2% | 2%
CCN(CC(=O)Nc1ccc(NC(C)=O)cc1)C(=O)CN1C(=O)NC2(CCCC2)C1=O | 2% | -4% | -5%
CC1C(=O)Nc2ccc(S(=O)(=O)NCc3ccc(Cl)cc3)cc2NC1=O (stereo not drawn) | 12% | -14% | -15%
Cc1cc(=O)n(-c2ccc3ccccc3n2)[nH]1 | -1% | -4% | 1%
Cc1ccc(-n2ncc(Cl)c2C(=O)NCc2ccccc2)cc1 | -24% | -4% | -10%
CC1CN(CC(O)COc2ccc(C(=O)c3ccccc3)cc2)CC(C)O1 (stereo not drawn) | -11% | -2% | -2%
Cc1cccc(NC(=O)c2cc(NC(=O)c3ccco3)ccc2N2CCCCC2)c1 | -11% | 10% | 3%
NS(=O)(=O)c1ccc(CNC(=O)c2ccc(C(=O)c3ccccc3)cc2)cc1 | 2% | . | 0%
CCOC(=O)c1cnn(-c2nc(-c3ccc(C)cc3)cs2)c1C(F)(F)F | -22% | 7% | -13%
CC1Cc2ccccc2N1S(=O)(=O)c1nnc(NC(=O)c2cccc(F)c2)s1 (stereo not drawn) | 2% | . | 3%
COc1ccc(NC(=O)CN(C)S(=O)(=O)c2ccc(Br)s2)cc1 | -2% | -1% | -16%
COc1ccc(CC(NC(C)=O)C(=O)NC2CCN(C(=O)Nc3ccccc3Cl)CC2)cc1OC (stereo not drawn) | -5% | -12% | -3%
Cc1cc(-c2ccc(S(=O)(=O)Nc3cccc(C(F)(F)F)c3)s2)on1 | -5% | . | 1%
CCc1cnc2c(c1SCC(=O)Nc1ccc(OC)c(OC)c1)c(=O)n(C)c(=O)n2C | 0% | . | 1%
CC(Oc1ccccc1)C(=O)NN1Cc2ccccc2C1=N (stereo not drawn) | -12% | 4% | -9%
Cc1ccc(S(=O)(=O)NC(=O)COc2ccccc2C)c(C)c1 | -1% | 1% | -26%
CN(Cc1ccc(Cl)cc1)C(=O)COC(=O)CSc1ccc([N+](=O)[O-])cc1 | -9% | . | -9%
CCC(C)c1ccccc1O (stereo not drawn) | 8% | -4%&0% | -29%
CCOC(=O)N1CCN(C(=O)c2ccc(S(=O)(=O)Nc3ccccc3)cc2)CC1 | -2% | . | 0%
Cc1cccc2cc(COC(=O)c3ccccc3)c(=O)[nH]c12 | -6% | 12% | -12%
Oc1c(C(c2cccs2)N2CCC3(CC2)OCCO3)sc2ncnn12 (stereo not drawn) | -2% | 3% | -7%
COc1ccc(OCCCC(=O)Nc2ccc(N3CCCCC3)cc2)cc1 | 7% | 3% | -3%
Cc1cc(C)c(C)c(S(=O)(=O)NC(C)C(=O)O)c1C (stereo not drawn) | 22% | -5% | 2%
Cc1ccc(Nc2nc(-c3sc(NC(=O)c4ccccc4)nc3C)cs2)cc1 | -5% | -2% | -1%
Clc1ccc(OCCN2CCOCC2)cc1Cl | -4% | 2% | -9%
COc1ccccc1C(=O)N1CCCC1(C#N)c1ccccc1 (stereo not drawn) | 5% | 5% | -2%
O=C(NCc1ccc2c(c1)OCO2)C1Cc2ccccc2CN1C(=O)c1ccco1 (stereo not drawn) | 2% | 2% | -4%
CC(C)OCCCNC(=O)c1cc(-c2cccnc2)nc2ccccc12 | -1% | 0% | 1%
Cc1ccc2c(c1)N(CC(=O)N1CCCCC1)C(=O)CO2 | -2% | -15% | -4%
O=C(CN1C(=O)c2ccccc2C1=O)N1CCN(C2c3ccccc3-c3ccccc32)CC1 | 14% | 8% | -8%
O=C(Nc1ccc(F)cc1)C(=O)c1cn(CC(=O)N2CCOCC2)c2ccccc12 | -6% | -5% | -1%
COc1cc(CC(=O)Nc2cccc(SC)c2)cc(OC)c1OC | -6% | -2% | -5%
Cc1cccc(Oc2nc3ccccn3c(=O)c2/C=C(\C#N)C(=O)NC2CCS(=O)(=O)C2)c1C (stereo not drawn) | 9% | 11% | -6%
CCOC(=O)c1cc2c(=O)n3ccccc3nc2n(CC2CCCO2)c1=NC(=O)c1ccc(OC)cc1OC (stereo not drawn) | -14% | . | -17%
c1ccc(-c2csc(Cc3nnc4n3CCCCC4)n2)cc1 | -15% | 21% | -14%
Cc1cc(C(=O)Nc2nnc(-c3ccccc3)s2)no1 | 0% | -11% | -4%
COc1ccc(/C=N/n2cncn2)cc1Cn1nc(C)c([N+](=O)[O-])c1C | -12% | 8% | -6%
CCN(Cc1ccccc1)S(=O)(=O)c1cc(C(=O)NCCCN(C)C)ccc1OC | -13% | -4% | -2%
O=C(CN1C(=O)C2CC=CCC2C1=O)Nc1ccc(-c2nnc3n2CCCCC3)cc1 (stereo not drawn) | -7% | -21%[2.35 µM] | 0%
COc1ccccc1-c1cn(-c2ccccc2)c(=S)[nH]1 | 9% | -7% | ?
CCOC(=O)CCC(=O)NNC(=O)COc1ccc(C(C)C)cc1Br | -19% | 4% | -8%
CC(C)(C)n1cnc2cc(NC(=O)c3ccc(Cl)cc3)ccc21 | 4% | -6% | -7%
O=C(NCCc1ccc(Cl)cc1)C1CCCN(S(=O)(=O)c2cnc[nH]2)C1 (stereo not drawn) | -9% | -15% | -3%
O=C1CN(C(=O)Nc2ccccc2Cl)C(c2ccccc2)c2c(sc3c2CCCC3)N1 (stereo not drawn) | -8% | . | -7%
CCOC(=O)C1=C(COC(=O)C(CC)Oc2ccccc2)NC(=O)NC1C (stereo not drawn) | 9% | -16% | 0%
CN1CCc2c(sc3c2c(=O)n(-c2ccccc2)c2nnc(SCc4ccccc4)n32)C1 | -15% | 0% | -27%
O=S(=O)(NCC(Nc1ccc(Cl)cc1)c1ccccc1)c1ccc(Cl)cc1 (stereo not drawn) | ? | 4% | -9%
COc1ccc(OCC(=O)Nc2ccc(N3CCCCC3)cc2)cc1 | 0% | 4% | -1%
Cc1ccc(-c2oc3ccccc3c(=O)c2O)cc1 | 11% | 0% | -10%
Cc1ccccc1Cn1nnc(-c2ccc3c(c2)OCO3)n1 | -15% | 19% | 0%
CCOP(=O)(c1ccc(N(C)C)cc1)C(O)c1cccnc1 (stereo not drawn) | -7% | -3% | -5%
O=C(c1ccc(S(=O)(=O)N2CCCCC2)cc1)N1CCN(Cc2ccc3c(c2)OCO3)CC1 | 11% | 1% | 1%
O=C(COc1ccc(Cl)cc1Cl)NNC(=S)NC(=O)c1ccco1 | -3% | 7% | -17%

Screening results: PubChem, National Center for Advancing Translational Sciences (NCATS)
